Screening data deposited in PubChem BioAssay by Sanford-Burnham Center for Chemical Genomics.
Hsp70 inhibitors: Hsp70 inhibitors, probe displacement, primary screen, biochemical, fluorescence polarization (AID 583); Heat shock 70 kDa protein 1A (Homo sapiens); Hsp70 fluorescence polarization probe displacement, mP; higher % means a stronger effect; one-dose displacement, % at 20 µM; IC50 in µM for titrated hits; 0.06% of 140,000 active; in the data active = displacement above about 50%;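 also: plate controls were vehicle for no effect and reference ligand for full effect; a part of the inactive calls stands beside numbers as strong as those of hits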
Rat MKP-3 inhibitors: MKP-3 phosphatase inhibitors, primary screen, biochemical, rat enzyme, in vitro (AID 425); Dual specificity protein phosphatase 6 (Rattus norvegicus); recombinant MKP-3 phosphatase activity, fluorescence; higher % means a stronger effect; inhibition, % at 20 µM, or IC50 in µM where a hit was titrated; 0.17% of 110,000 active; in the data active = inhibition above about 50%;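 also: plate controls were vehicle for no effect and reference inhibitor for full effect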
An asterisk follows results filed as active; · = not tested or not shown; & = joins results of further samples. This is a subset, so the mix of outcomes need not match the whole.

Every second line gives: Rat MKP-3 inhibitors, Hsp70 inhibitors
- CCOC(=O)C(=O)Nc1ccc(S(=O)(=O)Nc2ccc(OC)cc2)cc1
 : 0%, -4.4%
- O=C(NCCN1CCOCC1)NC1(C(F)(F)F)Oc2ccccc2O1
 : 4%, -1.3%
- COc1ccc(S(=O)(=O)N2CCCCC2)cc1C(C)C
 : -10%, ·
- C=C(C)c1cccc(C(C)(C)NC(=O)N2CCN(CC(N)=O)CC2)c1
 : 1%, 10%
- CCn1c2ccccc2c2nnc(SCC(=O)Nc3ccc4c(c3)OCO4)nc21
 : -1%, 0.4%
- O=S(CCc1ccncc1)Cc1ccccc1 (centres undefined)
 : -7%, 11%
- CCOC(=O)c1c(NC(=O)c2ccc(N3C(=O)CCC3=O)cc2)sc(C)c1C
 : 0%, -6.0%
- Cc1ccc(-c2ccc(=O)n(CC(=O)NCCN(C)C)n2)cc1
 : -4%, 1.1%
- O=C(NCCO)c1cccc2c1C(=O)c1ccccc1-2
 : 0%&-2%, 4.4%&-4.7%
- COc1cc(C(=O)NCc2ccc3c(c2)OCO3)ccc1OCc1c(C)noc1C
 : -2%, -1.8%
- Cc1onc(-c2ccccc2Cl)c1C(=O)NCc1ccc(N2CCCC2=O)cc1
 : -6%, 4.9%
- COC(=O)Cn1c(C)nc2c(sc3nc(C)cc(C)c32)c1=O
 : 0%, 5.4%
- COc1ccc2cc3c(N)nn(C(=O)Cc4ccccc4OC)c3nc2c1
 : 7%, 4.1%
- CC(=O)CC(=O)Nc1ccc(Cl)cn1
 : -4%, 0.5%
- COc1ccc(N=Cc2c(O)n(-c3ccc(F)cc3)c(=O)[nH]c2=O)c(OC)c1
 : 3%, -91%
- CCCCN(C)C(=O)c1oc2ccc(S(=O)(=O)N3CCCCCC3)cc2c1C
 : -9%, -1.9%
- O=[N+]([O-])c1ccccc1/C=N/Nc1ncc(Br)cn1
 : 1%, 1.6%
- CCOc1ccc(C(=O)N2CCN(c3ccccc3)CC2)cc1OCC
 : -6%&1%, 7.9%&3.7%
- Cc1ccc(O)c(Nc2c([N+](=O)[O-])c(=O)oc3ccccc23)c1
 : 0%, 2.9%
- COc1ccc(C2C3=C(CC(C)(C)CC3=O)Oc3ncn(CCO)c(=N)c32)cc1OC (centres undefined)
 : -10%, ·
- Cn1ncc2c1ncn1nc(COc3ccc4ccccc4c3)nc21
 : -5%, 0.6%
- CCc1ccccc1NC(=O)CSc1nc2n[nH]c(C)c2c(=N)n1-c1cccc(OC)c1
 : ·, 4.6%
- Cc1c(Cl)cccc1NC1C=CS(=O)(=O)C1 (centres undefined)
 : 1%, -9.0%
- CC(C)CNC(=O)CN(c1ccc(C(C)C)cc1)S(=O)(=O)c1ccccc1
 : -3%, 0.3%
- CN1C(=O)C(=Cc2ccc(-c3ccccc3C(=O)O)o2)C(=O)N(C)C1=O
 : -2%, 3.7%
- CCCN(CC1CC1)C(=O)CSc1nnc(-c2cc(-c3cccs3)nc3ccccc23)o1
 : ·, 2.1%
- CCn1c(COc2ccccc2C)nc2ccccc21
 : ·, 0.1%
- CC1(c2ccccc2)C(C#N)=C(N)OC2=C1C(=O)CCC2 (centres undefined)
 : 3%, -2.9%
- COc1ccc(-c2nn(C)c(=O)c3ccccc23)cc1NC(=O)Cn1nc(-c2ccccc2)c2ccccc2c1=O
 : ·, -8.3%
- O=c1[nH]c(/C(=N\O)c2ccccc2)no1
 : 4%, -2.6%
- C=CCc1ccc(OCC(O)CN2CC(C)OC(C)C2)c(OC)c1 (centres undefined)
 : 3%, -1.4%
- O=C(COc1ccc2ccccc2c1)NCCCc1ccccc1
 : 6%, -1.8%
- CCCOc1ccc2c(C)cc(=O)oc2c1
 : 2%, 0.5%
- O=C(CCc1ccccc1)Nc1nc2n(n1)C(c1ccc(Cl)cc1)CC(=O)N2 (centres undefined)
 : -4%, -1.5%
- COc1ccc(CNC(=O)COc2ccc(Br)c(C)c2)cc1
 : 3%, -3.4%
- COc1ccc(CC(=O)O/N=C(\N)Cc2ccc([N+](=O)[O-])cc2)cc1OC
 : 4%, -5.6%
- CCOCc1cc(C2NC(=O)NC(C)=C2C(=O)OCC)ccc1OC (centres undefined)
 : 0%, 8.6%
- COc1ccccc1/C=C1\C(=O)NC(=O)N(C(C)(C)C)C1=O
 : -6%, 0.6%
- CCc1ccc(NC(=O)C2CCCCC2)cc1
 : 2%, 2.7%
- COC(=O)C1CCCN1C(C(=O)NC1CCCCC1)c1ccc(Cl)cc1 (centres undefined)
 : -8%, 3.9%
- Cc1ccc(C)c2c(SC(C)C(=O)NCc3ccco3)nc(-c3ccccc3)nc12 (centres undefined)
 : ·, 0.9%
- N#Cc1nc(-c2ccccc2Cl)oc1N1CCOCC1
 : 3%, 3.7%
- CN(C)c1nc(Oc2ccc(/C=N/O)cc2)nc(N(C)C)n1
 : 4%, 0.0%
- CC1=C(C(=O)OC2CCCCC2)C(c2ccco2)n2ncnc2N1 (centres undefined)
 : 4%, 7.4%
- CCc1cc(C)cc(OCCn2cc(/C=C3/SC(=S)N(C)C3=O)c3ccccc32)c1
 : 2%, 10%
- COc1ccc(S(=O)(=O)N(CCc2ccccc2)CC(=O)Nc2cc(Cl)ccc2OC)cc1
 : 1%, 1.9%
- Cc1cnc(C(=O)OCC(=O)Nc2ccc(Cl)cc2)cn1
 : -8%, -2.3%
- CCCCNC(=O)Nc1cnn(CC)c1C(N)=O
 : 0%, -4.2%
- CC1=C(C(=O)Nc2ccccc2)C(c2cccs2)C(C#N)=C(SCC(=O)c2ccc(F)cc2)N1 (centres undefined)
 : 2%, 2.9%
- CC(C)c1nc2sc3c(c2c(=O)n1N)CC(C)(C)OC3
 : 3%, -1.6%
- CCOC(=O)C(NC(=O)CC(C)C)(Nc1cc(C)on1)C(F)(F)F (centres undefined)
 : -5%, 1.3%
- O=C(O)CN1CCN(Cc2ccccc2)C1=O
 : 3%, -4.0%
- O=C1NC(=S)S/C1=C/c1cc2c(cc1Cl)OCO2
 : 6%, 12%
- CC(C)(C)NC(=O)/C(=C\c1cccs1)NC(=O)c1ccc(C(C)(C)C)cc1
 : -2%, -0.7%
- CCc1ccc(NC(=O)c2ccnc(C(C)(C)C)c2)cc1
 : ·, 4.3%
- CCCC(=O)N1CCc2cc(-c3nc(N)sc3C)ccc21
 : 2%, 7.2%
- COc1ccc(-n2c(=O)c3ccccc3n(CC(=O)Nc3cc(C)on3)c2=O)cc1OC
 : 0%, -0.9%
- Cc1cnc(C(=O)OCC(=O)N2CCc3ccccc3C2)cn1
 : -7%, -5.1%
- Cn1c(=O)c2c(SCC(N)=O)nc(CC(C)(C)C)nc2n(C)c1=O
 : -10%, -0.7%
- CCCC(CCC)C(=O)Nc1ccc2c(c1)N(C(=O)CCN1CCOCC1)c1ccccc1CC2
 : 4%, -0.6%

(list continues)
Every second line gives: Rat MKP-3 inhibitors, Hsp70 inhibitors
- CCC(CCC(=O)O)NC(=O)c1ccccc1 (centres undefined)
 : 1%, -0.3%
- COc1ccc2c(c1)CCc1c(C(=O)NC3CCCCC3)noc1-2
 : 10%, 3.1%
- O=C(N/N=C/c1cc2ccccc2[nH]1)c1ccccc1
 : 0%, -1.0%
- CCCc1nnc(NC(=O)CC(=O)Nc2ccccc2C(=O)O)s1
 : ·, 3.7%
- O=C(NC1(C(F)(F)F)NC(=O)N(Cc2cccnc2)C1=O)c1ccccc1Cl (centres undefined)
 : ·, 3.4%
- COc1ccc(OC)c(C2C=C(c3ccc(C)c(C)c3)Nc3nnnn32)c1 (centres undefined)
 : 8%, -3.9%
- CCN1CCN(C(=O)c2ccc3c(=O)n(C4CCCC4)c(=S)[nH]c3c2)CC1
 : -3%, -1.1%
- O=C(NCc1ccccn1)c1ccc(=O)oc1
 : 2%, -4.8%
- Cc1ccc2ccc(S(=O)(=O)NCc3ccco3)cc2c1
 : 0%, -6.2%
- CCOc1ccccc1C(=O)Nc1cc(S(N)(=O)=O)ccc1C
 : 0%, 3.0%
- Cc1cc(C)c(-n2c(O)c(/C=C3\C=Nc4ccccc43)c(=O)[nH]c2=O)c(C)c1
 : -2%, -1.1%
- COc1ccc(Cl)cc1C(=O)Nc1ccc(NC(=O)c2ccco2)cc1
 : -14%, -1.1%
- CCN1C(=O)N(C)C2C1N(CC)C(=O)N2C (centres undefined)
 : 1%, -2.6%
- Cc1[nH]nc(N=CC2=C(O)CC(c3ccco3)CC2=O)c1-c1ccccc1 (centres undefined)
 : 0%, 2.5%
- CC(=O)Nc1cc(C(=O)N2CCCC2)ccc1Sc1ccc(Cl)cc1
 : ·, 5.8%
- O=C(CN1C(=O)COc2ccccc21)N(Cc1cccnc1)Cc1cccc(F)c1
 : -2%, -1.5%
- CCOc1cccc(C(=O)Nc2nnc(C)s2)c1
 : -3%, -2.5%
- Cc1ccc(C)c(N2CCN(C(=O)c3cc4ccccc4oc3=O)CC2)c1
 : -8%, -0.7%
- O=C(Nc1ccc(-n2nncc2-c2ccco2)cc1)c1cc2ccccc2oc1=O
 : 15%, 15%
- COC(=O)N(C)c1nc2ccccc2s1
 : -5%, 6.6%
- Cc1ccc([N+](=O)[O-])c2c1NC(c1ccc(Br)cc1)C1CC=CC21 (centres undefined)
 : 10%, -0.6%
- COc1ccc(OC)c(-n2c(SCC(=O)N3CCc4ccccc43)nc3c(c2=O)SCC3)c1
 : 1%, -3.6%
- CN(Cc1ccccc1)C(=O)COC(=O)c1ccc2c(c1)OCO2
 : -4%, 1.3%
- Cn1cc(CC(=O)N2CCN(c3ccc(Cl)cc3)CC2)c2ccccc21
 : 3%, ·
- CCn1c(=O)n(CC)c2cc(S(N)(=O)=O)c(C)cc21
 : -2%, 3.7%
- CC1CCN(C(=O)CSc2nnc(Cc3cc(=O)[nH]c(=O)[nH]3)n2-c2ccc(Cl)cc2)CC1
 : -13%, 1.0%
- CCCc1nc(SCC(=O)c2ccc(OC)cc2)c2c(=O)n(C)c(=O)n(C)c2n1
 : -2%, -1.2%
- Cc1cccc(NC(=O)C2CCCC2)n1
 : 3%, -3.8%
- CCCc1ncc(C(=O)c2ccc(OC)cc2)n1C
 : -11%, -5.3%
- CCOC(=O)CSc1nnc(-c2ccc(OC)cc2OC)o1
 : -3%, 2.0%
- CC(C)n1c(SCC(=O)Nc2ccc3c(c2)OCO3)nc2c1c(=O)n(C)c(=O)n2C
 : -9%, 3.9%
- CCc1nnc(NC(=O)c2ccc(S(=O)(=O)NC3CCCCC3)cc2)s1
 : -2%, 2.6%
- COC(=O)n1c(=O)oc2cc(S(=O)(=O)N3CCOCC3)ccc21
 : 6%, -1.5%
- CCOC(=O)C1=C(C)N=c2s/c(=C\c3ccc(OC)c(O)c3)c(=O)n2C1c1ccc(Cl)cc1 (centres undefined)
 : 4%, -9.1%
- Cc1n[nH]c(C)c1N1C(=O)c2cccc3cc(Br)cc(c23)C1=O
 : 2%, 1.3%
- CNC(=O)CSc1nnnn1CCCOC
 : -10%, 1.6%
- CN(C)c1ccc(C(O)(c2ccccc2)c2ccccc2)cc1
 : 3%, 2.1%
- O=C(N/N=C/c1ccc([N+](=O)[O-])o1)c1ccc(C(F)(F)F)cc1
 : 0%, 30%
- CCN1C(=O)/C(=C\c2ccc(-c3ccccc3Cl)o2)SC1=S
 : -3%, -5.3%
- COc1ccc(/C=N/N=C2\NC(=O)C(CC(=O)O)S2)c(OC)c1 (centres undefined)
 : 2%, -0.2%
- COc1ccc(NC(=O)CSc2nnc(C)n2Cc2ccccc2)cc1
 : ·, 7.6%
- O=C1C2=C(Nc3ccccc3SC2c2ccco2)c2ccccc21 (centres undefined)
 : -13%&4%, -4.5%&0.2%
- O=C(Nc1ccc(F)c([N+](=O)[O-])c1)c1cc(Br)ccc1Cl
 : 0%, 2.3%
- COCCNc1ncnc2c1cnn2Cc1ccc(Cl)cc1
 : -9%, 2.1%
- COc1cc(OC)c(OC)cc1CN1CCN(C2CCCCC2)CC1
 : 4%, -0.7%
- CCOc1ccc(-n2nc3c(-n4ncc(C#N)c4N)nnc(C)c3c2C)cc1
 : ·, 1.2%
- CCOC(=O)c1c(NC(=O)c2cnccn2)sc2c1CCCC2
 : 0%, -2.1%
- Clc1ccc(OCCn2c(-c3ccco3)nc3ccccc32)cc1
 : ·, 0.3%
- CCOC(=O)N1CCN(C(=O)C2COc3ccccc3O2)CC1 (centres undefined)
 : -4%, 2.4%
- O=C1N/C(=N\N=C\c2ccccc2F)SC1Cc1ccccc1[N+](=O)[O-] (centres undefined)
 : 0%, -1.8%
- CCc1ccc(OCC(=O)Nc2ccc3c(c2)COC3=O)cc1
 : ·, 0.8%

In the list so far, 5 have bromine:
Every second line gives: Rat MKP-3 inhibitors, Hsp70 inhibitors
- O=[N+]([O-])c1ccccc1/C=N/Nc1ncc(Br)cn1
 : 1%, 1.6%
- COc1ccc(CNC(=O)COc2ccc(Br)c(C)c2)cc1
 : 3%, -3.4%
- Cc1ccc([N+](=O)[O-])c2c1NC(c1ccc(Br)cc1)C1CC=CC21 (centres undefined)
 : 10%, -0.6%
- Cc1n[nH]c(C)c1N1C(=O)c2cccc3cc(Br)cc(c23)C1=O
 : 2%, 1.3%
- O=C(Nc1ccc(F)c([N+](=O)[O-])c1)c1cc(Br)ccc1Cl
 : 0%, 2.3%

Given with the structure last: entries from further up
Rat MKP-3 inhibitors | Hsp70 inhibitors | compound
· | 4.6% | CCc1ccccc1NC(=O)CSc1nc2n[nH]c(C)c2c(=N)n1-c1cccc(OC)c1
1% | -9.0% | Cc1c(Cl)cccc1NC1C=CS(=O)(=O)C1 (centres undefined)
-3% | 0.3% | CC(C)CNC(=O)CN(c1ccc(C(C)C)cc1)S(=O)(=O)c1ccccc1
-2% | 3.7% | CN1C(=O)C(=Cc2ccc(-c3ccccc3C(=O)O)o2)C(=O)N(C)C1=O
· | 2.1% | CCCN(CC1CC1)C(=O)CSc1nnc(-c2cc(-c3cccs3)nc3ccccc23)o1
· | 0.1% | CCn1c(COc2ccccc2C)nc2ccccc21
